Compound activity: PubChem BioAssay, Broad Institute
BioA inh – M. tuberculosis BioA enzyme inhibitors, primary screen, biochemical, plate reader, single point, HTS; 7,8-diaminopelargonic acid synthase BioA (Mycobacterium tuberculosis); purified M. tuberculosis BioA enzyme; inhibition, % at 9.99 µM; actives 0.096% (n = 360,000); in the data active means inhibition above about 40%
* hit, by the source's call. This is a subset (hit frequency here may not be typical).

SMILES	BioA inh
CCC(=O)Nc1ccc2c(c1)C(=O)N(C)C[C@@H](OC)[C@@H](C)CN(Cc1ccccc1F)[C@H](C)CO2	3.3
C[C@H](O)C#Cc1cnc2c(c1)C(=O)N([C@@H](C)CO)C[C@H](C)[C@@H](CN(C)Cc1cccc(C(=O)O)c1)O2	-2.8
CN1[C@@H]2CNc3ccccc3[C@@H]2[C@@H]1CO	-1.5
COc1cccc(NC(=O)N2C[C@H](O)COC[C@@H]3O[C@@H](CC(=O)NCCCN4CCOCC4)CC[C@H]32)c1	0.9
O=C(C[C@@H]1C[C@@H]2c3cc(NC(=O)c4ccc5c(c4)OCO5)ccc3O[C@@H]2[C@@H](CO)O1)NC1CCCC1	0.3
C[C@H](CO)N1C[C@H](C)[C@H](CN(C)Cc2cccc(C(=O)O)c2)Oc2ncc(C#CCN(C)C)cc2C1=O	3.2
O=C(O)[C@@H]1[C@@H](CO)[C@@H]2Cn3c(ccc(-c4cncnc4)c3=O)[C@@H]2N1C(=O)C1CCCCC1	-1.2
CN1CCN(C(=O)C[C@@H]2C[C@H]3c4cc(NC(=O)c5ccc6c(c5)OCO6)ccc4O[C@H]3[C@@H](CO)O2)CC1	1.6
CN1[C@@H]2Cn3c(ccc(-c4ccccc4)c3=O)[C@H]1[C@@H](C(=O)NCC1CC1)[C@@H]2CO	-0.1
COC(=O)[C@@H]1[C@@H](CO)[C@@H]2Cn3c(ccc(-c4cncnc4)c3=O)[C@H]1N2S(=O)(=O)c1ccccc1C	-0.3

Continued; it opens with the two that closed the last part.
SMILES	BioA inh
CN1[C@@H]2Cn3c(ccc(-c4ccccc4)c3=O)[C@H]1[C@@H](C(=O)NCC1CC1)[C@@H]2CO	-0.1
COC(=O)[C@@H]1[C@@H](CO)[C@@H]2Cn3c(ccc(-c4cncnc4)c3=O)[C@H]1N2S(=O)(=O)c1ccccc1C	-0.3
Cc1ccccc1-c1ccc2c(c1)O[C@@H](CN(C)C(=O)Nc1ccc(F)cc1)[C@H](C)CN([C@@H](C)CO)S2(=O)=O	0.8
CC(C)NC(=O)N(C)C[C@@H]1Oc2ncc(C#Cc3ccccc3F)cc2C(=O)N([C@@H](C)CO)C[C@H]1C	-0.8
O=C(C[C@H]1CC[C@H]2[C@@H](COC[C@H](O)CN2Cc2cocn2)O1)NCc1cccc(F)c1	-0.4
C[C@@H]1CN([C@H](C)CO)S(=O)(=O)c2ccc(-c3cccc(F)c3)cc2O[C@@H]1CN(C)S(=O)(=O)c1ccc(F)cc1	3.7
C[C@@H]1CN([C@@H](C)CO)C(=O)c2cc(N(C)C)ccc2O[C@@H]1CN(C)Cc1ccc(C(F)(F)F)cc1	3.2
N#C[C@@H]1[C@H](c2ccc(C#CC3CCCCC3)cc2)[C@@H](CO)N1C(=O)c1cccc(F)c1	-3.4
Cc1ccc(S(=O)(=O)Nc2cccc3c2O[C@@H](CN(C)S(=O)(=O)c2cn(C)cn2)[C@@H](C)CN([C@H](C)CO)C3=O)cc1	1.1
C[C@@H]1CCCCO[C@@H](CN(C)S(=O)(=O)c2ccc(Cl)cc2)[C@H](C)CN([C@H](C)CO)C(=O)c2cc(NC(=O)Nc3ccc4c(c3)OCO4)ccc2O1	0.1
COc1ccc(NC(=O)N(C)C[C@H]2Oc3ccc(NC(=O)Cc4cn(C)c5ccccc45)cc3CC(=O)N([C@@H](C)CO)C[C@@H]2C)cc1	-0.5
O=C(NCc1ccccc1)[C@@H]1[C@@H](CO)[C@@H]2Cn3c(cccc3=O)[C@H]1N2Cc1ccccn1	-0.6
COc1ccccc1C#Cc1ccc2c(c1)O[C@H](CN(C)C)[C@@H](C)CN([C@@H](C)CO)S2(=O)=O	2.9
CCC(=O)N[C@H]1C=C[C@H](CC(=O)NCC2CCCCC2)O[C@H]1CO	-2.0
C[C@@H]1CCCCO[C@H](CN(C)C(=O)Nc2ccc(F)cc2)[C@@H](C)CN([C@@H](C)CO)C(=O)c2cc(NC(=O)c3ccncc3)ccc2O1	-0.7
C[C@H]1CN([C@@H](C)CO)S(=O)(=O)c2ccc(-c3ccncc3)cc2O[C@H]1CN(C)S(C)(=O)=O	-1.2
O=C(CN1CCOCC1)N[C@H]1CC[C@H](CCn2cc(C3CCCCC3)nn2)O[C@H]1CO	0.4
C[C@@H]1CN([C@@H](C)CO)C(=O)c2cc(C#CC3(O)CCCC3)cnc2O[C@H]1CN(C)Cc1ccccn1	-8.2
COCC(=O)NC[C@@H]1[C@@H](c2ccccc2)[C@H](CO)N1C(=O)c1ccccc1	-1.5
C[C@H](CO)N1C[C@H](C)[C@@H](CN(C)C(=O)CCCN(C)C)OCCCC[C@H](C)Oc2ccc(NS(C)(=O)=O)cc2C1=O	-2.5
O=C(C[C@H]1C[C@@H]2c3cc(NC(=O)C4CCC4)ccc3O[C@@H]2[C@@H](CO)O1)NCc1ccc(-c2ccccc2)cc1	1.6
C[C@@H]1CN([C@@H](C)CO)C(=O)c2cccc(NS(=O)(=O)c3ccc(Cl)cc3)c2O[C@@H]1CN(C)Cc1ccc(C(=O)Nc2ccccc2N)cc1	-0.2
CO[C@@H]1CN(C)C(=O)c2cc(NC(=O)Nc3c(C)noc3C)ccc2OC[C@@H](C)NC[C@@H]1C	0.4
C[C@@H]1CN([C@H](C)CO)C(=O)c2cccc(NS(=O)(=O)c3ccc(F)cc3)c2O[C@@H]1CN(C)S(=O)(=O)c1cn(C)cn1	1.6
CO[C@H]1CN(C)C(=O)c2ccc(NC(=O)Cc3ccccc3)cc2OC[C@@H](C)N(C(=O)c2ccccc2F)C[C@H]1C	0.4
COCC(=O)N(C)C[C@@H]1Oc2cc(-c3ccncc3)ccc2S(=O)(=O)N([C@H](C)CO)C[C@H]1C	-1.3
CCC(=O)N1C[C@@H](C)[C@@H](OC)CN(C)C(=O)c2ccc(NC(=O)C3CC3)cc2OC[C@H]1C	3.7
O=C(Nc1ccc(Cl)c(Cl)c1)N[C@H]1CC[C@H](CCn2cc(C3CCCCC3)nn2)O[C@H]1CO	-0.4
COc1ccc(NC(=O)N[C@H]2CC[C@H](CCn3cc(-c4ccccc4F)nn3)O[C@@H]2CO)cc1	0.3
CO[C@H]1CN(C)C(=O)c2cc(NS(=O)(=O)CC(F)(F)F)ccc2OC[C@@H](C)N(CCC(F)(F)F)C[C@H]1C	-5.2
CO[C@@H]1CN(C)C(=O)c2cc(NS(=O)(=O)CC(F)(F)F)ccc2OC[C@H](C)N(Cc2cccnc2)C[C@H]1C	-0.4
CC(C)NC(=O)N1C[C@@H]2[C@H](c3ccccc31)[C@H](CO)N2C(=O)c1ccccc1	2.0

Sorted by heavy-atom count (rising): some entries from above
SMILES	BioA inh
COCC(=O)NC[C@@H]1[C@@H](c2ccccc2)[C@H](CO)N1C(=O)c1ccccc1	-1.5
CC(C)NC(=O)N1C[C@@H]2[C@H](c3ccccc31)[C@H](CO)N2C(=O)c1ccccc1	2.0
CCC(=O)N1C[C@@H](C)[C@@H](OC)CN(C)C(=O)c2ccc(NC(=O)C3CC3)cc2OC[C@H]1C	3.7
O=C(Nc1ccc(Cl)c(Cl)c1)N[C@H]1CC[C@H](CCn2cc(C3CCCCC3)nn2)O[C@H]1CO	-0.4
COc1ccc(NC(=O)N[C@H]2CC[C@H](CCn3cc(-c4ccccc4F)nn3)O[C@@H]2CO)cc1	0.3
CO[C@H]1CN(C)C(=O)c2cc(NS(=O)(=O)CC(F)(F)F)ccc2OC[C@@H](C)N(CCC(F)(F)F)C[C@H]1C	-5.2
CO[C@@H]1CN(C)C(=O)c2cc(NS(=O)(=O)CC(F)(F)F)ccc2OC[C@H](C)N(Cc2cccnc2)C[C@H]1C	-0.4
O=C(C[C@H]1C[C@@H]2c3cc(NC(=O)C4CCC4)ccc3O[C@@H]2[C@@H](CO)O1)NCc1ccc(-c2ccccc2)cc1	1.6
C[C@H](CO)N1C[C@H](C)[C@@H](CN(C)C(=O)CCCN(C)C)OCCCC[C@H](C)Oc2ccc(NS(C)(=O)=O)cc2C1=O	-2.5
C[C@@H]1CN([C@@H](C)CO)C(=O)c2cccc(NS(=O)(=O)c3ccc(Cl)cc3)c2O[C@@H]1CN(C)Cc1ccc(C(=O)Nc2ccccc2N)cc1	-0.2

More records
SMILES	BioA inh
C[C@H]1CN([C@@H](C)CO)C(=O)CCCn2nncc2CO[C@@H]1CN(C)C(=O)OCc1ccccc1	-0.3
O=C(Nc1ccccc1F)N[C@H]1CC[C@@H](CC(=O)N2CCCCC2)O[C@@H]1CO	1.4
O=C(NC[C@@H]1[C@H](c2ccccc2)[C@@H](CO)N1C(=O)C1CC1)NC1CCCC1	-8.0
O=C(C[C@@H]1C[C@@H]2c3cc(NC(=O)Nc4ccccc4F)ccc3O[C@@H]2[C@@H](CO)O1)NCC1CC1	1.4
COCCNC(=O)[C@@H]1[C@@H](CO)[C@@H]2Cn3c(ccc(-c4cccc(F)c4)c3=O)[C@H]1N2C(=O)NC(C)C	0.8
CC(=O)Nc1ccc2c(c1)C(=O)N(C)[C@@H]1CC[C@@H](CC(=O)NCC3CCCCC3)O[C@@H]1CO2	-2.3
C[C@H]1CN([C@@H](C)CO)C(=O)c2cccc(NC(=O)c3ccncc3)c2O[C@@H]1CN(C)S(=O)(=O)c1cn(C)cn1	-0.9
COCC(=O)N1[C@@H]2c3cccc(=O)n3C[C@@H]2[C@@H](CO)[C@@H]1C(=O)NCc1ccccc1F	-3.1
COc1ccc(S(=O)(=O)N(C)C[C@@H]2Oc3ccc(NC(=O)NC4CCCCC4)cc3C(=O)N([C@@H](C)CO)C[C@H]2C)cc1	-0.2
Cc1noc(C)c1S(=O)(=O)N(C)C[C@H]1Oc2ccc(NC(=O)C3CCCCC3)cc2CC(=O)N([C@H](C)CO)C[C@@H]1C	-1.0
CC(C)NC(=O)N[C@H]1CC[C@@H](CC(=O)NCCCN(C)C)O[C@H]1CO	-0.7
COCCNC(=O)C[C@@H]1CC[C@@H]2[C@H](COC[C@@H](O)CN2Cc2cccc(-c3ccncc3)c2)O1	-5.5
COCC(=O)N1[C@@H](C#N)[C@@H](c2ccc(-c3cccc(F)c3)cc2)[C@@H]1CO	3.1
COC(=O)[C@@H]1[C@@H](CO)[C@@H]2Cn3c(ccc(-c4ccncc4)c3=O)[C@@H]2N1CC1CCCCC1	2.2
C[C@H]1CN([C@@H](C)CO)C(=O)c2ccccc2-c2ccccc2CO[C@H]1CN(C)S(=O)(=O)c1cccc(F)c1	3.1
C[C@@H]1CN([C@@H](C)CO)C(=O)c2c(c3ccccc3n2C)-c2ccccc2CO[C@H]1CN(C)S(=O)(=O)c1cccc(C#N)c1	-1.3
C[C@H]1CCCCO[C@H](CN(C)S(=O)(=O)c2ccc(Cl)cc2)[C@@H](C)CN([C@@H](C)CO)C(=O)c2cc(NC(=O)CCC(F)(F)F)ccc2O1	-1.2
O=C(C[C@@H]1C=C[C@H](NC(=O)Nc2ccc(C(F)(F)F)cc2)[C@H](CO)O1)NCCN1CCCC1	-0.3
COc1ccc(S(=O)(=O)N(C)C[C@@H]2Oc3c(NC(=O)Nc4ccc(C(F)(F)F)cc4)cccc3C(=O)N([C@H](C)CO)C[C@H]2C)cc1	-1.9
CO[C@@H](CN(C)Cc1cc(F)ccc1F)[C@H](C)CN(C(=O)Nc1ccc(C(F)(F)F)cc1)[C@H](C)CO	-3.5
COc1cccc(S(=O)(=O)N[C@@H]2CC[C@@H](CCNC(=O)Nc3cc(F)ccc3F)O[C@H]2CO)c1	3.0
C[C@@H]1CN([C@@H](C)CO)C(=O)Cc2cc(NS(=O)(=O)c3ccccc3)ccc2O[C@H]1CN(C)Cc1ccc(C(F)(F)F)cc1	-7.8
C[C@@H]1CN([C@@H](C)CO)C(=O)c2cc(NS(C)(=O)=O)ccc2O[C@@H](C)CCCCO[C@H]1CN(C)C	-2.7
C[C@@H]1CCCCO[C@@H](CN(C)S(=O)(=O)c2cccs2)[C@H](C)CN([C@@H](C)CO)C(=O)c2cc(NC(=O)C3CCCCC3)ccc2O1	3.7
C[C@@H]1CN([C@H](C)CO)C(=O)CCCn2nncc2CO[C@H]1CN(C)S(=O)(=O)c1ccc(-c2ccccc2)cc1	-0.1
C[C@H](CO)N1C[C@H](C)[C@H](CN(C)C)OCc2ccccc2-c2ccccc2C1=O	0.0
C[C@@H]1CN([C@@H](C)CO)S(=O)(=O)c2ccc(-c3cccc(C#N)c3)cc2O[C@@H]1CN(C)CC1CC1	-2.2
CCN1[C@@H]2c3ccc(-c4ccccc4F)c(=O)n3C[C@H]1[C@H](CO)[C@H]2C(=O)NCCOC	-2.9
C[C@@H]1CN([C@H](C)CO)C(=O)Cc2cc(NS(=O)(=O)c3ccccc3)ccc2O[C@@H]1CN(C)S(=O)(=O)c1ccccc1	3.2
Cc1ccc(S(=O)(=O)N[C@@H]2CC[C@@H](CCNC(=O)C3CCCC3)O[C@H]2CO)cc1	6.3
COc1ccc(S(=O)(=O)Nc2ccc3c(c2)C(=O)N([C@H](C)CO)C[C@H](C)[C@H](CN(C)C(=O)Nc2cccc4ccccc24)O3)cc1	1.9
CCCN1C[C@H](C)[C@H](OC)CN(C)C(=O)c2ccc(NC(=O)COC)cc2OC[C@@H]1C	-2.8
C[C@H]1CCCCO[C@H](CN(C)C(=O)Cc2ccccc2)[C@@H](C)CN([C@@H](C)CO)C(=O)c2cc(NS(=O)(=O)c3cn(C)cn3)ccc2O1	-1.8
CO[C@H]1CN(C)C(=O)c2ccc(NC(=O)CC(F)(F)F)cc2OC[C@@H](C)N(S(=O)(=O)c2cn(C)cn2)C[C@@H]1C	-3.0
COCC#Cc1ccc([C@H]2[C@H]3CN(S(=O)(=O)c4ccccc4C)CCCCN3[C@H]2CO)cc1	0.0
C[C@@H]1CN([C@H](C)CO)C(=O)Cc2cc(NS(=O)(=O)c3cn(C)cn3)ccc2O[C@@H]1CN(C)C(=O)Nc1ccccc1	1.9
CCCNC(=O)Nc1ccc2c(c1)OC[C@H](C)N(Cc1ccc(-c3ccccn3)cc1)C[C@@H](C)[C@@H](OC)CN(C)C2=O	3.7
C[C@@H]1CN([C@@H](C)CO)S(=O)(=O)c2ccc(C3=CCCC3)cc2O[C@@H]1CN(C)C(=O)c1ccccc1	0.6
CCCC#Cc1cnc2c(c1)C(=O)N([C@@H](C)CO)C[C@H](C)[C@@H](CN(C)S(=O)(=O)c1cn(C)cn1)O2	1.5
C[C@H](CO)N1C[C@H](C)[C@@H](CN(C)C)Oc2ccc(NS(=O)(=O)c3ccc(Cl)cc3)cc2CC1=O	-4.3
O=C(C[C@H]1CC[C@@H]2[C@H](COC[C@@H](O)CN2Cc2ccc(Cl)cc2)O1)NCc1ccccc1Cl	0.4
